# Compound activity: PubChem, National Center for Advancing Translational Sciences (NCATS)
# AmpC inh det – AmpC beta-lactamase inhibition, detergent assay. P00811. purified AmpC, nitrocefin hydrolysis with detergent. Potency, µM (top dose mostly 28.7 µM), for the others: at the top dose activity change, negative = inhibition. 0.09% of 71,000 active; active = well fitted curve in the direction sought with a large enough effect
# Target sequence (P00811 whole entry, looked up): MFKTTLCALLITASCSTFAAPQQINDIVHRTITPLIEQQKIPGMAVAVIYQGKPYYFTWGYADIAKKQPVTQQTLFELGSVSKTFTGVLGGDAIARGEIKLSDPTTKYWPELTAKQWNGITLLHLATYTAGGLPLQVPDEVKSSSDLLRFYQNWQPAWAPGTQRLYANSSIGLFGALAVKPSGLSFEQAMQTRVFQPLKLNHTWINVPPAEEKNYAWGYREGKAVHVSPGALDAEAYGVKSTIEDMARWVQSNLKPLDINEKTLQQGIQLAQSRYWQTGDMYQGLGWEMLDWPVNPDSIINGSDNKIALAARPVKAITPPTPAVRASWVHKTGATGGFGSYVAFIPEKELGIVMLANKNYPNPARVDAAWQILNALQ
#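 E. coli AmpC (5.3 nM) in 20 mM phosphate pH 7.0 with 0.01% Triton X-100, preincubated 15 min RT with compound; nitrocefin (2 uL of 800 uM stock) hydrolysis followed by 480 nm absorbance every 20 s over 4 min.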
# * hit, by the source's call; & = joins results of further samples; [ ] = dose if it differs, or a comment. % is set by controls: 0 for no effect and ±100 for the full control effect; potency is the fitted concentration of half-maximal effect.
SMILES,AmpC inh det
CCc1ccc(-c2nc(CN3CCC(C(=O)NCc4ccco4)CC3)c(C)o2)cc1,-2.0%
CC1(C)CC(=O)C2=C(C1)Nc1nc(SCCN3CCOCC3)[nH]c(=O)c1C2c1cccs1 (configuration not stated),-4.7%
O=C(Nc1ccc(OC(F)F)c(Cl)c1)Nc1ccc2c(c1)OCO2,-2.3%
CC(=O)NC(Cc1ccccc1C)C(=O)NC1CCN(c2c3c(nc4ncnn24)CCC3)CC1 (configuration not stated),-1.4%
CC(C)c1ccc(C2CC(=O)N3CN(C)CSC3=C2C#N)cc1 (configuration not stated),11.1%
COc1ccc(S(=O)(=O)n2cnc3cc(C)c(C)cc32)cc1C,-3.6%
Cc1cc2oc(=O)cc(CN3CCCCC3C)c2c(C)c1Cl (configuration not stated),1.7%
COc1ccccc1OCc1nnc(SCC(=O)Nc2ccc(C)cc2)n1C,23.2%
Cc1ccc2nc3c(cc(C#N)c(=O)n3CC3CCCO3)c(=O)n2c1 (configuration not stated),-0.5%
COc1ccc(NC(=O)c2cc3cc(OC)ccc3oc2=N)cc1,19.6%
O=C(CSc1ncnc2ccccc12)N1CCN(c2ccccc2)CC1,3.1%
CCOC(=O)N1CCC(c2cc(=O)n3[nH]cc(C(=O)OC)c3n2)CC1,3.7%
CCOC(=O)N1CCN(C(=O)C2CCN(S(=O)(=O)N(CC)CC)CC2)CC1,-2.8%
O=C(CSc1nnc(-c2ccc(O)cc2)o1)N1CCOCC1,7.7%
COc1ccccc1S(=O)(=O)Cc1ccc(C(=O)NCc2ccc3c(c2)OCO3)o1,5.5%
COC(=O)c1nnn(CC(=O)Nc2cccc(OC)c2)c1C(=O)OC,-1.4%
CC1CCN(CCCNC(=O)C2CCC(=O)N2C2CCCC2)CC1 (configuration not stated),-0.5%
O=C(O)c1[nH]c2ccc(Cl)cc2c1CC(=O)N1CCN(C(=O)c2ccco2)CC1,0.9%
Nc1ccc2c(c1)C(=O)N(CC1CCCO1)C2=O (configuration not stated),10.8%
O=C1CC2CS(=O)(=O)CC2N1C1CCCCC1 (configuration not stated),11.9%
CCOC(=O)c1ccc(NC(=O)C2CCN(S(=O)(=O)c3ccccc3)CC2)cc1,10.0%
CCOC(=O)N1CCC(NC(=O)c2sc3nc4n(c(=O)c3c2C)CCCC4)CC1,1.3%
CCOc1ccc2nc(NC(=O)CN3CCN(c4ccccn4)CC3)sc2c1,-1.8%
CN(C)CCCNC(CC(=O)Nc1ccc(Cl)cc1)C(=O)O (configuration not stated),-3.6%
O=C(O)C1CC(=O)N(c2ccc(F)c(F)c2)C1 (configuration not stated),-0.4%
Cc1noc(C)c1CSc1nc2sc(C)c(C)c2c(=O)n1C1CCCC1,-0.7%
Cn1c(=O)oc2cc(S(=O)(=O)Nc3ccc4c(c3)OCO4)ccc21,1.3%
CN(C)S(=O)(=O)c1ccc(C(=O)Nc2ccccn2)cc1,-9.5%
O=C(NCc1cccnc1)NC1(C(F)(F)F)Oc2ccc(Cl)cc2O1 (configuration not stated),11.4%
O=C(CCS(=O)(=O)Cc1ccccc1)NCC1CCCO1 (configuration not stated),-1.2%
CCCCCCc1c(O)c2ccccc2[nH]c1=O,-0.8%
COc1cccc(-n2ccnc2SCC(=O)NCc2ccccc2)c1,0.0%
CCC(=O)Nc1cc2nn(-c3ccc(OC)cc3)nc2cc1C,0.6%
Cn1c(SCC(=O)O)nc2ccccc2c1=O,-0.9%
C=CCNc1nnc(C)c2ccccc12,-3.6%
CCOc1ccccc1OCC(=O)NCc1ccco1,-2.7%
CC(CCc1ccccc1)NC(=O)CN1CCN(Cc2ccccc2)C1=O (configuration not stated),0.7%
CC(=O)Oc1cc2c(C(C)=O)coc2c2ccccc12,-5.9%
CCN(CC)CCN1C(=O)C(O)=C(C(=O)c2sc(C)nc2C)C1c1cccnc1 (configuration not stated),-6.2%
CC(C)NC(=O)c1cccc(Cn2cc(Cl)cn2)c1,-0.5%
COc1ccc(C(=O)Nc2ccc(N3CCN(c4ccc(OC)cc4)CC3)c(C#N)c2)cc1,-6.0%
NC(=O)CN1C[C@@H](O)CC1=O,-4.1%
O=C(NCc1ccccn1)c1cccs1,-2.1%
COc1cc(NC(=O)C2CCCC2)c(OC)cc1Cl,2.2%
CCn1nc(NC(=O)c2ccncc2)c2cc3ccc(C)cc3nc21,11.6%
Cc1cc(NC(=O)CSc2nc3ccccc3c(=O)n2CCCC(=O)NCc2ccco2)n[nH]1,-3.3%
COc1ccc(CN2CC(C(=O)NCc3cccc(OC)c3)CC2=O)cc1 (configuration not stated),-9.8%
COc1ccc(CCNS(=O)(=O)c2cccc(C(=O)O)c2)cc1OC,0.0%
CC1(N2CCCCC2)CC2(O)C(=[N+]1[O-])CCC/C2=N\O (configuration not stated),7.2%
Cc1noc(C)c1-c1cncnc1NCCN1CCOCC1,7.8%

# Single entries from the results shown.
# `COc1ccc(C(=O)Nc2ccc(N3CCN(c4ccc(OC)cc4)CC3)c(C#N)c2)cc1` in AmpC inh det: -6.0%
# `CCN(CC)CCN1C(=O)C(O)=C(C(=O)c2sc(C)nc2C)C1c1cccnc1` (configuration not stated) in AmpC inh det: -6.2%
# `O=C(NCc1cccnc1)NC1(C(F)(F)F)Oc2ccc(Cl)cc2O1` (configuration not stated) in AmpC inh det: 11.4%

# (cont.)
SMILES,AmpC inh det
COc1ccccc1CCn1c(=O)c(-c2ccccc2)nc2cncnc21,-1.4%
Cc1onc(-c2ccccc2)c1C(=O)Nc1ccc(OC(C)C)cc1,7.1%
CC1CCCC(C)N1Cc1cn2ccccc2n1 (configuration not stated),-2.0%
Cc1ccc2cc(C#N)c(NCc3ccco3)nc2c1,-3.7%
Cc1cc(NC(=O)C2CCCN(S(=O)(=O)c3c(C)noc3C)C2)no1 (configuration not stated),12.9%
N#Cc1c(-c2ccccc2)no[n+]1[O-],0.1%
c1cc(CSc2ncnc3nc[nH]c23)ccn1,-1.0%[5.75 µM]
Oc1cc(Cl)c(Cl)c(Cl)c1,10.3%
CCn1c(=O)cc(OCC(=O)Nc2ccccc2N2CCN(C)CC2)c2ccccc21,5.0%
O=c1c2ccccc2[nH]c(=S)n1CCN1CCN(Cc2ccccc2)CC1,-8.5%
COc1ccc(-c2nc3cncnc3n(-c3ccccc3)c2=O)cc1,-0.9%
COc1cc(C(=O)NCC(c2ccco2)N2CCCC2)ccc1OCc1c(C)noc1C (configuration not stated),-2.5%
COc1ccc(C(=O)C(CN2CCOCC2)c2ccccc2)cc1F (configuration not stated),-2.1%
CN(C)S(=O)(=O)c1cccc(C(=O)OCC(=O)Nc2ccccc2OC(F)F)c1,8.1%
O=C(C1=C(O)C(=O)N(CC2CCCO2)C1c1cccnc1)c1ccco1 (configuration not stated),-0.3%
CC(C(=O)NC1CCCC1)N(Cc1ccco1)C(=O)c1snc(C(=O)NC2CCCC2)c1N (configuration not stated),11.3%
CCc1cccc2c3c([nH]c12)[C@](CC)(CC(=O)O)OCC3,-2.8%
O=C(Nc1nnc(-c2ccccc2)o1)Nc1ccccc1Cl,10.4%
CCOc1cc(N2CCOCC2)c(OCC)cc1NC(=O)Cc1ccc(OC)c(OC)c1,-5.5%
CCOC(=O)N1CCN(C(=O)CCc2c(C)nc3c(c(C)nn3-c3ccc(C)c(C)c3)c2C)CC1,-5.1%
CC(=O)NC1CSCC1OC(C)=O (configuration not stated),6.6%
COc1ccc(CNC(=O)CN(c2cc(C)cc(C)c2)S(=O)(=O)c2c(C)noc2C)cc1,7.9%
COc1ccc(C(=O)N2CCC3(CCN(C(=O)Nc4cccc(F)c4)CC3)CC2)cc1,-1.7%
C[C@@H]1O[C@@H](OC[C@@H]2O[C@@H](Oc3c(-c4ccc(O)c(O)c4)oc4cc(O)cc(O)c4c3=O)[C@H](O)[C@H](O)[C@@H]2O)[C@H](O)[C@H](O)[C@@H]1O,-0.3%
CC1(C)C2CC=C(CN3CCC(O)CC3)C1C2 (configuration not stated),-0.8%
CC(C)(C)c1ccc(Cn2nnc3c(=O)[nH]c(C4CCCN(C(=O)Cc5cccs5)C4)nc32)cc1 (configuration not stated),-3.7%
CC1=C(C(=O)Nc2ccc(F)cc2)C(c2cccc(C)c2)n2nc(CCCO)nc2N1 (configuration not stated),12.1%
CCCCN=CC1=C(O)C(C(=O)OC)C(C)(C)CC1=O (configuration not stated),0.7%
O=C(CCS(=O)(=O)c1cccs1)NC1CCCCCC1,-3.5%
C[C@@H]1CC[C@@]2(OC1)O[C@H]1[C@@H](O)[C@H]3[C@@H]4CC[C@H]5C[C@@H](O[C@@H]6O[C@H](CO)[C@H](O[C@@H]7O[C@H](CO)[C@@H](O)[C@H](O[C@@H]8OC[C@@H](O)[C@H](O)[C@H]8O)[C@H]7O[C@@H]7O[C@H](CO)[C@@H](O)[C@H](O[C@@H]8O[C@H](CO)[C@@H](O)[C@H](O)[C@H]8O)[C@H]7O)[C@H](O)[C@H]6O)[C@H](O)C[C@]5(C)[C@H]4CC[C@]3(C)[C@H]1[C@@H]2C,8.0%
O=C(CCC(=O)c1cccs1)Nc1nnc(C2CC2)s1,-4.9%
CCSC(=O)N1CCCCCC1,8.1%
Clc1ccc(-c2nnc(NC3=NCCCCC3)o2)cc1,-0.4%
CC1(C)Cc2noc(N)c2C(C)(C)N1O,-5.3%
O=c1c2ccccc2c2ccccc2c(=O)n1-c1cc2c3ccccc3ccc2c2ccccc12,-4.7%[5.75 µM]
Cn1cc(C(=O)C(=O)N[C@H]2CN3CCC2CC3)c2ccccc21,0.0%
COc1ccc(-c2cc3nc4n(c(=O)c3s2)CCC4)cc1,-4.1%
CC(C)CCn1c(=O)c2ccccc2n2c(COC(=O)c3ccc(S(=O)(=O)N(C)C)cc3)nnc12,-2.6%
O=C(Nc1ccccc1C(=O)NCc1ccccc1)c1ccco1,-5.3%
CC(C)(C)Cc1nc(-c2ccccn2)no1,-1.1%
O=C(N1CCCCC1)C1(c2ccccc2)CCOCC1,-3.7%
CC1CCCC(NC(=O)CSc2ncccc2C(=O)O)C1C (configuration not stated),1.9%
O=C(Cn1c(=O)[nH]c2ccsc2c1=O)N1CCN(c2ccc(F)cc2)CC1,-1.8%
Cc1nnc(SCC(=O)Nc2ccc(S(=O)(=O)N3CCCC3)cc2)n1N,-3.0%
COc1ccc(N(CC(=O)Nc2cccc(C(=O)O)c2)S(=O)(=O)c2c(C)noc2C)cc1,1.5%
COC(=O)CN(c1cccc(C(C)=O)c1)S(C)(=O)=O,-5.5%
O=C(Nc1cccc(-c2nc3cc(Cl)ccc3o2)c1)C1CCCO1 (configuration not stated),-6.1%
CC(C(=O)NCc1ccc2c(c1)OCO2)N(c1ccccc1)S(C)(=O)=O (configuration not stated),15.0%
NCCC[C@@H](CC(=O)N[C@@H]1CCCC[C@H]1C(=O)N[C@H](CC(=O)N[C@@H](CCC(=O)O)CC(=O)O)Cc1ccccc1)NC(=O)C[C@H](Cc1c[nH]c2ccccc12)NC(=O)[C@@H]1CCCC[C@H]1N,11.5%
CCOC(=O)c1cc(CC)sc1NC(=O)COC,-5.9%

# Other compounds follow:
SMILES,AmpC inh det
CCc1[nH]nc2c1C(c1cccnc1)C(C#N)=C(N)O2 (configuration not stated),0.5%
COc1ccccc1OCc1nc(Cc2ccc(Cl)cc2)no1,1.5%
Cc1occc1-c1nnc(SCC(=O)N2CCOCC2)n1Cc1ccco1,14.0%
Cc1ccc(S(=O)(=O)Cc2ccc(C(=O)N3CCN(Cc4ccccc4)CC3)o2)cc1,13.1%
CC(=O)c1c(N)n(C)c(=O)n(C)c1=O,-0.2%
CCOc1ccc(NC(=O)CSc2n[nH]c(=O)n2-c2ccccc2)cc1,-4.3%
COc1ccc(NS(=O)(=O)c2cccc(C(=O)O)c2)cc1,-6.0%
COc1ccc(NC(C)=O)cc1NC(=O)CN1CCN(CC(=O)Nc2ccc(Cl)cc2)CC1,23.2%
CCOC(=O)c1[nH]c(C)c(C(=O)N2CCc3ccccc32)c1C,-4.2%
C(=N\c1nc2ccccc2n1CCN1CCCCC1)/c1cccs1,-0.7%
O=c1cc(C(F)F)oc2c1ccc1ccccc12,2.9%
Cc1ccc(C)c(N2CCN(C(=O)c3cc4ccccn4n3)CC2)c1,6.3%
NC(=O)c1csc(-c2ccc(CO)o2)n1,-3.9%[5.75 µM]
COC(=O)c1cccc(C(=O)Nc2ccc(C)cc2Br)n1,-7.8%
CN(C)c1nc2ccc(OCCN3CCCCC3)cc2s1,6.1%
CN1CCN(CCCNC(=O)Nc2cccc3ccccc23)CC1,-2.3%
O=C(NCc1ccco1)c1nc2ccccc2s1,-5.8%
CNC(=O)N(c1ccccc1)c1ccccc1,-2.6%&7.7%
CC1(C)CC(=O)C(C=NCCc2ccc(O)cc2)=C(O)C1,7.0%
CCn1nnc(NC(=O)c2cccc(-c3cc4ccccc4oc3=O)c2)n1,-6.9%
COC(=O)c1cc(OC)c(OC)cc1NC(=O)c1cc(C)on1,-0.9%
N#CC1=C(SCc2ccccc2)NC(=O)CC1c1cccc(O)c1 (configuration not stated),7.3%

# Two of the compounds above, field by field.
> CC(C(=O)NCc1ccc2c(c1)OCO2)N(c1ccccc1)S(C)(=O)=O (configuration not stated)
  AmpC inh det = 15.0%
> CCOc1ccc2nc(NC(=O)CN3CCN(c4ccccn4)CC3)sc2c1
  AmpC inh det = -1.8%

# Arranged by heavy-atom count (high to low): 3 of the compounds above
SMILES,AmpC inh det
Cc1cc(NC(=O)CSc2nc3ccccc3c(=O)n2CCCC(=O)NCc2ccco2)n[nH]1,-3.3%
O=c1c2ccccc2[nH]c(=S)n1CCN1CCN(Cc2ccccc2)CC1,-8.5%
CCc1[nH]nc2c1C(c1cccnc1)C(C#N)=C(N)O2 (configuration not stated),0.5%

# Only part of the results is shown; count on the stated rates, not on these rows.
